Scp-1 inhibitor: blocks human Scp-1 phosphatase activity; Recombinant Scp1, phosphopeptide, malachite green phosphate absorbance; inhibition, % at 20 µM; 340,000 tested, 0.88% active; AID 493091;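 active = inhibition above about 50% at 20 µM, limit read from the data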;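 also: plate controls were DMSO wells with enzyme for no effect and wells lacking enzyme for full effect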
Target sequence (Q9GZU7 76-261 limits assumed): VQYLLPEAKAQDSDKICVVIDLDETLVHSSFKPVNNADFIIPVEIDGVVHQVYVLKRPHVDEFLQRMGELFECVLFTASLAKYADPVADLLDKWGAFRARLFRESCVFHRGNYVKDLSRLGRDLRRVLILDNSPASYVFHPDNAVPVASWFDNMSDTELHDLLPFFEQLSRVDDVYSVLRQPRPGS
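Assay system: SCP-1 catalytic fragment, aa 76-261 | Buffer or medium: Tris acetate buffer pH 5.5 with MgCl2 and Tween-20 | Compound: One concentration, 20 µM, with 1.0% DMSO | Also added: Phospho 17-mer peptide substrate | Signal: Absorbance at 630 nm | Incubation: 45 min enzyme reaction at room temperature | Measure: % inhibition of SCP-1 phosphate liberation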
SUMO1 PPI mod: modulators of human SUMO1-mediated protein-protein interactions | SUMO1 binding to a labelled peptide, TR-FRET, 1 h | inhibition, % at 20 µM | 360,000 tested, 0.33% active | AID 602429; in the data active = inhibition above about 37%
Target sequence (P63165 whole entry, looked up): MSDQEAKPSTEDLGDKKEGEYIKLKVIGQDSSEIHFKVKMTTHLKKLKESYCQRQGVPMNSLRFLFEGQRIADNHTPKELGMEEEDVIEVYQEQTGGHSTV
LMPTP inh: LMPTP (human) inhibition; recombinant LMPTP-A, OMFP fluorogenic substrate, fluorescence intensity; inhibition, % at 20 µM; 360,000 tested, 0.22% active;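 active = compounds that cut the enzyme signal by at least half of the control window in the single-dose screen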;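 also: plate controls were DMSO wells with enzyme plus substrate for no effect and substrate without enzyme for full effect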
Target sequence (P24666 whole entry, looked up): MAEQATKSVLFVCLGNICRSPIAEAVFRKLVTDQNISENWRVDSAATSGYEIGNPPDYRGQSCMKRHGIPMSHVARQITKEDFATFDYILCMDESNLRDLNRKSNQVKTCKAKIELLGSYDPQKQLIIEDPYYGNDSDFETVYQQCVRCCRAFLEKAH
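Test system: LMPTP-A phosphatase enzyme. Amount: LMPTP-A at 0.625 nM final in the reaction. Reagent: OMFP substrate, 400 µM final. Times: 50 min at room temperature. Signal: endpoint fluorescence intensity from OMFP dephosphorylation. Read-out basis: % inhibition. Benchmarks: no-enzyme and uninhibited controls.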
SKN-1 inh: inhibitors of C. elegans SKN-1; C. elegans VP596 Pgst-4::GFP/RFP ratio, acrylamide-induced, 24 h; inhibition, % at 21.8 µM; 360,000 tested, 0.49% active;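 active = interference check ratio from 0.5 to 1.5 plus GFP to RFP signal ratio inhibition reaching or exceeding a fixed threshold, cut at about 30% in these data, passing the limit was not always enough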; also: some compounds called inactive have numbers as strong as hits
Rpn11 block: blocks the human proteasome subunit Rpn11 | 360,000 tested, 0.59% active | O00487 | calls only at 20 µM | human 26S proteasome, Ub4-pepOG fluorescence polarization; 20S core pre-blocked with epoxomicin;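 active = inhibition at 20 µM, scaled to each plate's controls, above about 33%, limit read from the data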
Target sequence (O00487 whole entry, looked up): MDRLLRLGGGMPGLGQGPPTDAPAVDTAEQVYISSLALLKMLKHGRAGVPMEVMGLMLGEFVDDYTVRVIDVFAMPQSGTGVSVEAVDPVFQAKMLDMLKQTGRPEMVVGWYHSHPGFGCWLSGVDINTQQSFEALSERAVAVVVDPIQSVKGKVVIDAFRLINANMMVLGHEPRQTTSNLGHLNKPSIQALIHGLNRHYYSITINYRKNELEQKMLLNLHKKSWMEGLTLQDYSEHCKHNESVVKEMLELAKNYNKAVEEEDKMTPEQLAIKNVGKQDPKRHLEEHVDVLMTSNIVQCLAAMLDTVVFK
DNMT1 block: DNMT1 (human) enzyme inhibition | P26358 | DNMT1 molecular beacon, Hinp1I cleavage, fluorescence | inhibition (reported as % activation of signal), % at 10 µM | 360,000 tested, 0.83% active; in the data active = inhibition above about 50%
MT1-MMP act inh: MT1-MMP (human) activation inhibition; GFP/RFP ratio change, % at 20 µM; 360,000 tested, 0.061% active; HT1080 RFP-PRO-GFP cells, GFP/RFP ratio fluorescence, overnight; percent of plate control window, DMSO zero; AID 651647; P50281;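 active = GFP/RFP ratio change of at least 30% with cell ATP level not reduced by more than half and red fluorescence within 50% of control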; also: strong numbers were not always called active
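Test system: HT1080 RFP-PRO-GFP cells; Benchmarks: DMSO and RFP-L50D-GFP cell wells; Timing: cells overnight before dosing, compound overnight, 37 °C, 5% CO2; Compound: one 20 µM compound dose with 1% DMSO; Read-out: GFP/RFP fluorescence ratio.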
CendR NRP1 mod: modulators of CendR peptide binding to human neuropilin-1 | AID 602438 | 360,000 tested, 0.85% active | O14786 | inhibition, % at 25 µM | FAM-RPARPAR peptide binding to NRP-1, fluorescence polarization;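 active = inhibition or corrected inhibition above about 18%, plus a signal ratio from 0.5 to 1.5, limit read from the data, passing the limit was not always enough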; also: strong numbers were not always called active
STEP inh: blocks human striatal-enriched tyrosine phosphatase | recombinant STEP, OMFP fluorogenic substrate, fluorescence | P54829 | inhibition, % at 20 µM | 360,000 tested, 0.25% active;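 active = inhibition at 20 µM, scaled per plate between control wells, above about 37%, limit read from the data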;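 also: 0% = DMSO with enzyme and substrate and 100% = substrate only without enzyme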
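Assay system: isolated STEP enzyme / Timing: 20 min at room temperature, dark / Doses: 20 µM, 1% DMSO / Technique: fluorescence intensity, excitation 480 nm, emission 540 nm / Reagent: fluorogenic phosphatase substrate OMFP at 25 µM final / Measure: percent inhibition scaled to no-enzyme and uninhibited-enzyme controls, plate-pattern corrected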
NadD inh: inhibitors of Staphylococcus aureus NadD. purified NadD enzyme, colorimetric absorbance read-out. inhibition, % at 20 µM. 360,000 tested, 0.78% active; in the data active = inhibition above about 26%; also: some compounds past the cut are filed as inactive
* = called active by the depositor; i = inactive; nt = no result given. Rows were taken by chance. About 3.9% of those tested had a hit in this group.

SMILES	Scp-1 inhibitor	SUMO1 PPI mod	LMPTP inh	SKN-1 inh	Rpn11 block	DNMT1 block	MT1-MMP act inh	CendR NRP1 mod	STEP inh	NadD inh
CCS(=O)(=O)c1ncc(Cl)c(C(=O)Nc2ccc(S(=O)(=O)N3CCCC(C)C3)cc2)n1 (stereo not drawn)	-5.1	-18.0	2.7	12.1	i	-6.2	-10.2	-54.8	3.2	1.6
CN1CCN(c2nc3c(c(=O)[nH]c(=O)n3C)n2Cc2ccc([N+](=O)[O-])cc2)CC1	-9.4	-17.1	-4.1	9.3	i	2.3	-3.9	5.1	2.1	4.0
Cc1cn(S(=O)(=O)c2ccccc2[N+](=O)[O-])cn1	6.7	-0.8	-0.2	-5.2	i	0.8	7.0	9.8	-3.1	0.8
O=[N+]([O-])c1ccc(N2CCN(S(=O)(=O)c3ccc(Cl)cc3)CC2)cc1NCc1cccnc1	7.5	-12.8	6.5	19.0	i	-7.4	1.5	1.5	7.5	31.9*
COc1ccc(-n2ncc3c(N4CCC(C(N)=O)CC4)ncnc32)cc1	-8.0	-1.7	1.3	22.3	i	0.3	1.5	2.3	1.0	-1.7
CC(=O)c1cccc(-c2ccnc3c2CC(C(=O)Nc2ccc4c(c2)OCO4)O3)c1 (stereo not drawn)	nt	0.2	-0.3	24.0	i	-3.6	1.8	1.3	-1.9	1.9
Cc1cc(C)c2c(C)c(C(=O)NCc3ccncc3)oc2c1	-10.7	-6.0	0.0	1.9	i	-1.7	-4.6	4.5	4.4	-4.4
COc1cc(/C=C2\CC/C(=C\c3ccc(OCCO)c(OC)c3)C2=O)ccc1OCCO	-3.1	-17.5	1.6	-3.2	nt	-7.9	2.1	-109.7	-0.9	-8.5
O=C(CNCC1CCCO1)Nc1ccc(N2CCCCCC2)cc1 (stereo not drawn)	-5.6	1.0	-0.3	13.5	i	-3.9	9.7	5.5	-0.1	3.2
Cc1c(C)c2c(OCC(=O)Nc3cccnc3)cc3c(c2oc1=O)CCC(C)(C)O3	-1.3	13.8	0.7	4.1	i	55.5*	-3.6	8.0	5.0	3.0
CC(=O)Nc1ccc(NC(=O)c2ccc(NS(=O)(=O)c3cc(C(C)(C)C)cc(C)c3C)cc2)cc1	-5.2	0.6	2.1	7.5	i	-10.0	16.7	10.2	1.7	15.3
COC(=O)c1cc2c(C)nn(C)c2s1	-3.5	-0.7	0.0	-9.8	i	1.9	-3.2	-1.0	-2.1	-0.9
CCOC(=O)[C@]12CCC=C1N(Cc1ccc(Cl)cc1Cl)C(=O)[C@H](CC(=O)NCCC(C)C)C2	nt	8.6	1.2	7.1	nt	nt	-5.9	0.1	nt	-1.0
CC(O)CNc1nc(Cl)c(C#N)s1 (stereo not drawn)	-1.3	-4.6	-0.2	2.8	i	2.4	2.6	3.1	0.0	-4.1
CC(C)NC(=O)c1ccc(-c2cccc(C(F)(F)F)c2)o1	-3.0	-5.8	2.1	10.5	i	1.2	-1.7	5.7	3.5	-5.7
Cc1nc2ccc(OC(=O)c3ccccc3)cc2s1	-2.0	4.8	-1.8	-1.1	i	-6.5	-2.0	4.0	-2.8	-3.4
CCc1ccc(OCC(=O)Nc2nnc(C3CCCC3)s2)cc1	-2.5	2.9	-0.7	20.0	i	5.3	0.6	0.7	0.4	0.4
CC1(C(=O)Nc2cccc3ccccc23)CCN1C(=O)Cc1ccc(Cl)cc1Cl (stereo not drawn)	nt	-3.8	6.2	9.2	i	-4.6	0.5	7.9	2.8	-6.4
CCCc1nccn1S(=O)(=O)c1cc(OC)ccc1OC	-1.8	-1.3	-0.7	-8.3	i	0.7	0.6	-5.6	-1.0	-1.7
Cc1ccc(S(=O)(=O)N2CCC(C(=O)NNC(=O)c3ccccc3)CC2)cc1	7.4	-0.6	-0.2	3.2	i	-2.1	-1.0	14.0	-1.8	1.0
O=C(NCCN1CCCCC1)c1ccc(/C=N/O)nc1	-3.7	-4.3	-3.9	-1.3	i	2.2	-1.2	-2.8	2.8	-6.2
O=C(Nc1cc2c3c(c1)CC(=O)N3CCC2)c1ccc(F)cc1	-2.0	1.0	1.7	19.1	i	-2.6	-1.6	1.6	0.6	7.2
Cn1c(CNC(=O)c2ccco2)nnc1SCC(=O)Nc1ccc(Cl)cc1	-2.8	9.5	-0.9	-3.2	i	-0.1	2.1	-3.1	-2.5	-1.5
Fc1ccc(-n2nnc(-c3ccccc3Cl)n2)cc1	-7.7	1.8	-2.1	13.7	i	-6.0	1.7	3.7	-3.2	-4.7
O=C(CCS(=O)(=O)Cc1ccccc1F)NCCCN1CCCCC1	-12.2	1.4	-7.0	0.8	i	-2.5	-3.9	-12.7	2.4	-0.4

Following part:
SMILES	Scp-1 inhibitor	SUMO1 PPI mod	LMPTP inh	SKN-1 inh	Rpn11 block	DNMT1 block	MT1-MMP act inh	CendR NRP1 mod	STEP inh	NadD inh
C/C(=N\Oc1cccc(F)n1)c1ccc(Cl)cc1Cl	-8.2	4.5	3.1	9.5	i	-3.3	0.2	10.8	1.2	0.4
COc1ccc(-c2csc(-n3cccn3)n2)cc1	-21.8	19.0	2.2	17.0	i	-0.6	6.4	-10.8	1.4	-8.2
COc1ccc(-c2ccc(CCC(=O)O)n2-c2cc(OC)ccc2OC)cc1	nt	-0.5	-1.1	4.1	i	-4.1	-6.8	-26.4	-0.6	-4.7
CCOCCCNC(=S)NCCNc1nc2c(C)cccc2cc1C#N	-6.6	-9.2	-1.6	-6.0	i	-0.5	3.0	-5.1	-0.2	7.1
Cc1ccc(C)c(NC(=O)CSc2ccc(S(=O)(=O)N3CCCC3)cn2)c1	-3.3	2.3	-0.3	1.8	i	1.2	1.9	-4.7	-1.1	-1.5
O=[N+]([O-])c1cccc(NN=Nc2ccccc2)c1	-9.7	-25.4	3.1	10.5	i	0.5	-0.8	3.3	2.3	-9.5
COc1ccc(C2=NS(=O)(=O)N(C)C(C(=O)NCc3ccc4c(c3)OCO4)=C2)cc1	-16.7	-18.9	2.4	-6.5	i	-7.1	-5.3	0.4	-1.6	-4.5
COc1cc(OC)cc(C(=O)NCCNC(=O)c2ccccn2)c1	-1.2	1.5	0.0	13.8	i	1.1	3.8	-11.2	-0.3	4.8
CC(=O)c1ccccc1NS(=O)(=O)c1c(C)nn(-c2ccccc2)c1C	-7.8	-3.8	0.0	-5.4	i	-2.1	-4.1	-6.4	-2.3	-9.6
Cc1ccccc1N1CCN(S(=O)(=O)c2nnc(NC(=O)c3ccco3)s2)CC1	-0.3	10.2	14.9	6.2	i	-2.1	-1.7	-4.6	0.2	14.2
O=C(Nc1cc(S(=O)(=O)N2CCOCC2)ccc1N1CCCC1)c1ccc(Cl)cc1	1.6	3.2	2.7	5.2	i	0.8	-1.2	2.3	2.1	2.0
Nc1nc(N2CCN(C(=O)c3ccco3)CC2)nc2ccc(Br)cc12	-21.5	2.8	6.0	-5.3	i	-3.1	-7.0	16.0	-2.2	-4.9
COc1ccc(CCN(C)Cc2c(O)ccc3cc(Br)ccc23)cc1OC	-1.6	-2.8	0.5	5.2	i	-10.3	-2.4	8.5	1.4	-9.6
Cn1c(SCC(=O)c2ccccc2)ncc(C(=O)Nc2ccccc2)c1=O	-2.7	-0.8	-0.5	7.6	i	0.6	0.2	-12.3	-1.3	-6.4
Clc1cccc(-c2ccc(C=Nc3ccc(N4CCOCC4)cc3)o2)c1	-11.7	-16.8	2.3	-1.1	i	-11.6	15.6	-1.3	4.2	-3.3
CCCCNC(=O)C1c2ccccc2OCC(=O)N1Cc1cccnc1 (stereo not drawn)	nt	0.1	-1.9	10.1	nt	nt	0.9	5.9	nt	3.6
CCC(CC)NC(=O)CN1CCN(S(=O)(=O)c2cccs2)CC1	1.0	7.1	-1.5	7.9	i	3.3	1.6	-17.9	-1.5	-5.7
O=C(COC(=O)c1cccc(Cl)c1)Nc1cc(Cl)ccc1Oc1ccccc1	-12.4	-5.3	2.3	7.8	i	9.3	0.7	-16.3	-0.1	1.2
CC(C)CN(C1CCS(=O)(=O)C1)S(=O)(=O)c1ccc2ccccc2c1 (stereo not drawn)	-6.8	-4.4	0.8	2.3	i	1.1	1.4	3.4	-2.4	2.4
CCCCN1C[C@H](Cc2ccccc2)[C@@H](CC(=O)NCc2ccc(OC)cc2)C1=O	5.2	-0.1	-1.2	5.9	i	4.0	nt	8.6	0.4	0.5
CC(C)OC(=O)CCC1(C(=O)O)CCC(=O)NC1 (stereo not drawn)	-10.8	1.8	-1.2	-12.9	i	-7.1	0.4	4.3	1.9	0.3
CCc1ccc(/C=C2/SC(=S)N(CC(=O)Nc3nc4ccccc4s3)C2=O)cc1	-3.1	-1.4	2.0	-9.4	i	-5.3	4.2	-27.9	2.8	50.2*
CCOc1cc(C=C(C#N)C#N)ccc1Oc1ccc([N+](=O)[O-])cn1	-3.5	-5.7	1.5	-12.9	i	-15.7	-3.7	-9.4	0.2	7.7
CC1CC(C)CN(C(=O)C(C)N2CCN(S(=O)(=O)c3ccccc3F)CC2)C1 (stereo not drawn)	-18.1	0.6	-0.6	6.1	i	2.5	0.2	10.3	-3.6	-5.5
COc1ccc(OC)c(NC(=O)COC(=O)CN2C(=O)NC3(CCCC3)C2=O)c1	-8.2	1.5	-1.3	13.1	i	3.7	-0.9	4.1	-1.2	-7.5
Cn1c(=O)c2c(nc(N3CCCCC3)n2CCNC2=NCCC2)n(C)c1=O	-8.5	5.3	-1.0	12.1	i	3.3	2.8	-5.9	-1.2	-4.5

5 entries already listed, arranged by their value in LMPTP inh, falling:
| SMILES | Scp-1 inhibitor | SUMO1 PPI mod | LMPTP inh | SKN-1 inh | Rpn11 block | DNMT1 block | MT1-MMP act inh | CendR NRP1 mod | STEP inh | NadD inh |
| --- | --- | --- | --- | --- | --- | --- | --- | --- | --- | --- |
| Clc1cccc(-c2ccc(C=Nc3ccc(N4CCOCC4)cc3)o2)c1 | -11.7 | -16.8 | 2.3 | -1.1 | i | -11.6 | 15.6 | -1.3 | 4.2 | -3.3 |
| CCc1ccc(/C=C2/SC(=S)N(CC(=O)Nc3nc4ccccc4s3)C2=O)cc1 | -3.1 | -1.4 | 2.0 | -9.4 | i | -5.3 | 4.2 | -27.9 | 2.8 | 50.2* |
| CC(C)CN(C1CCS(=O)(=O)C1)S(=O)(=O)c1ccc2ccccc2c1 (stereo not drawn) | -6.8 | -4.4 | 0.8 | 2.3 | i | 1.1 | 1.4 | 3.4 | -2.4 | 2.4 |
| Cn1c(=O)c2c(nc(N3CCCCC3)n2CCNC2=NCCC2)n(C)c1=O | -8.5 | 5.3 | -1.0 | 12.1 | i | 3.3 | 2.8 | -5.9 | -1.2 | -4.5 |
| CCOCCCNC(=S)NCCNc1nc2c(C)cccc2cc1C#N | -6.6 | -9.2 | -1.6 | -6.0 | i | -0.5 | 3.0 | -5.1 | -0.2 | 7.1 |
